Source: PubChem BioAssay
HPDE-C7 viability: cytotoxicity in HPDE-C7 cells, cell-based, fluorescence, HTS (AID 430). hit rate 1.8% among 63,000. cytotoxicity, % at 10 µM, or EC50 in µM where a hit was titrated. HPDE-C7 pancreatic duct cells viability, fluorescence; higher % means a stronger effect;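 note: cells exposed to compound for 48 hours before viability readout; 0% = vehicle and 100% = reference cytotoxic drug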
TNAP inhibition: human TNAP enzyme inhibitors, biochemical, luminescent (AID 518). purified TNAP enzyme, luminescent substrate readout; higher % means a stronger effect. inhibition, % at 20 µM; hits with a dose series show IC50 in µM. hit rate 0.09% among 64,000; in the data active = a potency from the dose series; inactive = the rest, 99 in 100 with inhibition below about 22%;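 note: plate controls were vehicle for no effect and reference inhibitor for full effect; many of its hits are not listed in these tables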
KRASV12 cytotoxicity: cytotoxicity in KRAS-transformed pancreatic duct cells, primary screen, cell-based, fluorescence, HTS (AID 431) | HPDE-C7K KRASV12 cells, Alamar Blue viability, 48 h; higher % means a stronger effect | cytotoxicity, % at 10 µM; hits with a dose series show EC50 in µM | hit rate 1.7% among 63,000;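 active = compounds whose percent cytotoxicity in the single-dose primary screen, scaled between solvent and toxic-drug controls, exceeds 50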;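 note: 0% = DMSO solvent wells and 100% = doxorubicin-treated wells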
HT1080 cytotoxicity: cytotoxicity in HT1080 fibrosarcoma cells, cell-based, fluorescence readout (AID 620); hit rate 0.42% among 87,000; HT1080 viability, fluorescence; higher % means a stronger effect; cytotoxicity, % at 10 µM; hits with a dose series show EC50 in µM;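 note: cells exposed to compound overnight then 4 h with Alamar Blue; 0% = vehicle DMSO and 100% = killing control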
Spn PMK inh: S. pneumoniae PMK inhibitors, primary screen, biochemical, mevalonate pathway, pilot trial included | phosphomevalonate kinase (Streptococcus pneumoniae D39) | purified PMK, PK/LDH-coupled NADH absorbance 340 nm | inhibition, % at 10 µM | hit rate 0.49% among 65,000 | AID 539, 2006;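 active = top-ranked compounds by inhibition in the single 10 µM screen, taking a fixed number of the strongest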;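 note: 0% = full reaction with DMSO carrier and 100% = background rate without enzyme reaction; no value below 0 was filed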
Bfl-1 displacement: Bfl-1 inhibitors, primary screen, biochemical, fluorescence polarization, FITC-Bid, mouse (AID 432) | Bcl-2-related protein A1 (Mus musculus) | FITC-Bid BH3 peptide fluorescence polarization displacement; higher % means a stronger effect | one-dose displacement, % at 20 µM; IC50 in µM for titrated hits | hit rate 0.02% among 64,000; in the data active = a potency from the dose series; inactive = the rest, 99 in 100 with displacement below about 15%; note: strong numbers were not always called active
Spn DPM-DC inh: S. pneumoniae DPM-DC inhibitors, primary screen, biochemical, PK/LDH-coupled NADH fluorescence. diphosphomevalonate decarboxylase (Streptococcus pneumoniae D39). purified DPM-DC. calls only at 10 µM. hit rate 0.49% among 65,000;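 active = the 320 compounds with the highest percent inhibition in the single-dose primary screen, excluding strongly autofluorescent ones, cut at about 32% in these data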;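 note: kinetic rate of NADH fluorescence loss reporting ADP formed by the decarboxylase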
LYP phosphatase: LYP phosphatase inhibitors, primary screen, biochemical, DiFMUP fluorescence, recombinant catalytic domain, 10 µM (AID 606) | inhibition, % at 10 µM; hits with a dose series show IC50 in µM | recombinant LYP catalytic domain, DiFMUP fluorescence; higher % means a stronger effect | 52,000 tested, under 10 active | Tyrosine-protein phosphatase non-receptor type 22 (Homo sapiens);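 active = IC50 under 40 µM in the dose-response test; inactive = IC50 of 40 µM or more, or never dose-tested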
Spn MK inh: S. pneumoniae MK inhibitors, primary screen, biochemical, PK/LDH-coupled NADH absorbance | mevalonate kinase [Streptococcus pneumoniae D39] | purified MK, PK/LDH-coupled NADH absorbance 340 nm | inhibition, % at 10 µM | hit rate 0.48% among 65,000;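 active = ranked among the strongest by inhibition in the single 10 µM screen, a fixed top-ranked set picked for dose follow-up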; note: no value below 0 was filed
Spn PMK inh pilot replicates: second read-out of Spn PMK inh, no call of its own (marks repeat the call); inhibition, %; measured here: pilot screen replicates
Spn MK inh pilot replicates: further read-out of Spn MK inh, marked with its call; inhibition, %; measured here: pilot screen replicates
Spn DPM-DC inh pilot screen %: second read-out of Spn DPM-DC inh, no call of its own (marks repeat the call); inhibition, %; measured here: pilot screen trials
The depositor's hits bear a star; i = inactive; . = no result given. Cut-off read from the data, not from the text of the source, unless noted: active = cytotoxicity above about 50%; inactive = the rest.

A first look, 12 compounds:
SMILES	HPDE-C7 viability	TNAP inhibition	KRASV12 cytotoxicity	HT1080 cytotoxicity	Spn PMK inh	Bfl-1 displacement	Spn DPM-DC inh	LYP phosphatase	Spn MK inh	others
O=C(NCC1CCCO1)c1cc(-c2ccncc2)nc2ccc(S(=O)(=O)N3CCOCC3)cc12 (stereo unspecified)	-10%	18%	-16%	0%	11	0%	i	5%	0	Spn PMK inh pilot replicates=2.5;Spn MK inh pilot replicates=0.5;Spn DPM-DC inh pilot screen %=1.5
CCOC(=O)CN(C(=O)Cn1nnc(-c2ccc(C)cc2)n1)C(CC)C(=O)NC1CCCC1 (stereo unspecified)	0%	14%	-5%	11%	3	-6%	i	-7%	6
CCOc1ccccc1C1C(C(N)=O)=C(C)Nc2nc(CCCO)nn21 (stereo unspecified)	-6%	5%	4%	.	4	4%	i	2%	6
O=C(c1ccco1)N1CCN(c2cccc(Cl)c2)CC1	-2%	5%	5%	-7%	6	-3%	i	4%	5	Spn PMK inh pilot replicates=6.0;Spn MK inh pilot replicates=3.0;Spn DPM-DC inh pilot screen %=0.0
Cn1cccc1Cc1nnc(SCC(=O)NCc2ccccc2)n1-c1ccc(F)cc1	-34%	-5%	-13%	0%	10	7%	i	0%	8
Cc1cc(C)cc(OCC(=O)Nc2ccccc2C(=O)NCc2ccco2)c1	-9%	9%	-1%	-6%	4	-6%	i	13%	8
CCOC(=O)c1ccccc1NC(=O)CSc1nnc(Cc2cccn2C)n1-c1ccc(F)cc1	11%	3%	12%	-6%	9	1%	i	.	3
CC1=[N+]([O-])C(C)(C)CC(C)(C)c2ccccc21	2%	7%	-7%	19%	12	-10%	i	-2%	13
O=C(Nc1ccc2nc(-c3cccs3)[nH]c2c1)c1cccs1	.	22%	.	17%	3	5%	i	16%	9
Cc1cc(NC(=O)COC(=O)C2CCN(C(=O)c3ccc(Cl)cc3)CC2)no1	-6%	14%	-12%	-8%	5	-7%	i	7%	0
N#C/C(=C\c1c(N2CCC(C(N)=O)CC2)nc2ccccn2c1=O)S(=O)(=O)c1ccccc1	1%	10%	-10%	9%	0	4%	i	-8%	0
O=C(CC1Oc2ccccc2NC1=O)NCCCN1CCOCC1 (stereo unspecified)	8%	15%	12%	-6%	9	-7%	i	4%	5	Spn PMK inh pilot replicates=1.5;Spn MK inh pilot replicates=1.5;Spn DPM-DC inh pilot screen %=0.0

Results (from the top)
SMILES	HPDE-C7 viability	TNAP inhibition	KRASV12 cytotoxicity	HT1080 cytotoxicity	Spn PMK inh	Bfl-1 displacement	Spn DPM-DC inh	LYP phosphatase	Spn MK inh	others
O=C(NCC1CCCO1)c1cc(-c2ccncc2)nc2ccc(S(=O)(=O)N3CCOCC3)cc12 (stereo unspecified)	-10%	18%	-16%	0%	11	0%	i	5%	0	Spn PMK inh pilot replicates=2.5;Spn MK inh pilot replicates=0.5;Spn DPM-DC inh pilot screen %=1.5
CCOC(=O)CN(C(=O)Cn1nnc(-c2ccc(C)cc2)n1)C(CC)C(=O)NC1CCCC1 (stereo unspecified)	0%	14%	-5%	11%	3	-6%	i	-7%	6
CCOc1ccccc1C1C(C(N)=O)=C(C)Nc2nc(CCCO)nn21 (stereo unspecified)	-6%	5%	4%	.	4	4%	i	2%	6
O=C(c1ccco1)N1CCN(c2cccc(Cl)c2)CC1	-2%	5%	5%	-7%	6	-3%	i	4%	5	Spn PMK inh pilot replicates=6.0;Spn MK inh pilot replicates=3.0;Spn DPM-DC inh pilot screen %=0.0
Cn1cccc1Cc1nnc(SCC(=O)NCc2ccccc2)n1-c1ccc(F)cc1	-34%	-5%	-13%	0%	10	7%	i	0%	8
Cc1cc(C)cc(OCC(=O)Nc2ccccc2C(=O)NCc2ccco2)c1	-9%	9%	-1%	-6%	4	-6%	i	13%	8
CCOC(=O)c1ccccc1NC(=O)CSc1nnc(Cc2cccn2C)n1-c1ccc(F)cc1	11%	3%	12%	-6%	9	1%	i	.	3
CC1=[N+]([O-])C(C)(C)CC(C)(C)c2ccccc21	2%	7%	-7%	19%	12	-10%	i	-2%	13
O=C(Nc1ccc2nc(-c3cccs3)[nH]c2c1)c1cccs1	.	22%	.	17%	3	5%	i	16%	9
Cc1cc(NC(=O)COC(=O)C2CCN(C(=O)c3ccc(Cl)cc3)CC2)no1	-6%	14%	-12%	-8%	5	-7%	i	7%	0
N#C/C(=C\c1c(N2CCC(C(N)=O)CC2)nc2ccccn2c1=O)S(=O)(=O)c1ccccc1	1%	10%	-10%	9%	0	4%	i	-8%	0
O=C(CC1Oc2ccccc2NC1=O)NCCCN1CCOCC1 (stereo unspecified)	8%	15%	12%	-6%	9	-7%	i	4%	5	Spn PMK inh pilot replicates=1.5;Spn MK inh pilot replicates=1.5;Spn DPM-DC inh pilot screen %=0.0
CC12CN3CC(C)(CN(C1)C31C(=O)N(Cc3ccccc3)c3ccccc31)C2=O (stereo unspecified)	-6%	4%	-19%	-10%	16	-8%	i	.	0
CC(NC(=O)COc1cccc(Br)c1)C(=O)O (stereo unspecified)	6%	10%	0%	9%	13	-6%	i	-29%	12
COc1ccccc1N1CCN(CC(=O)Nc2cccc(F)c2)CC1	1%	5%	-4%	0%	8	2%	i	2%	6
O=C(O)c1cc(Cl)c(Cl)cc1C(=O)N1CCOCC1	-13%	-6%	-14%	8%	0	-8%	i	5%	2
COc1ccccc1NC(=O)C1=C(C)NC(SCC(=O)c2ccc(C)cc2)=C(C#N)C1c1ccco1 (stereo unspecified)	37%	14%	38%	-5%	4	-9%	i	-3%	5	Spn PMK inh pilot replicates=0.0;Spn MK inh pilot replicates=0.0;Spn DPM-DC inh pilot screen %=0.0
CCCC(=O)Nc1ccc(N2CCOCC2)cc1	-6%	2%	-4%	4%	0	2%	i	4%	2
O=C(c1ccco1)N1CCC(c2nc(-c3ccccc3Cl)no2)CC1	-10%	-2%	-14%	-6%	12	3%	i	-13%	7
CCC(C)NC(=O)C1CCC(=O)N1Cc1ccc(C)cc1 (stereo unspecified)	-10%	3%	-2%	4%	11	5%	i	.	2

Taken from the entries so far for reference:
SMILES	HPDE-C7 viability	TNAP inhibition	KRASV12 cytotoxicity	HT1080 cytotoxicity	Spn PMK inh	Bfl-1 displacement	Spn DPM-DC inh	LYP phosphatase	Spn MK inh	others
O=C(c1ccco1)N1CCC(c2nc(-c3ccccc3Cl)no2)CC1	-10%	-2%	-14%	-6%	12	3%	i	-13%	7
CCC(C)NC(=O)C1CCC(=O)N1Cc1ccc(C)cc1 (stereo unspecified)	-10%	3%	-2%	4%	11	5%	i	.	2

Next results follow.
SMILES	HPDE-C7 viability	TNAP inhibition	KRASV12 cytotoxicity	HT1080 cytotoxicity	Spn PMK inh	Bfl-1 displacement	Spn DPM-DC inh	LYP phosphatase	Spn MK inh	others
O=c1oc2c(CN3CCOCC3)c(O)c(Cl)cc2c2c1CCCC2	-14%	4%	5%	10%	13	-1%	.	8%	9
COCCCn1c(C)nc2c(c1=O)c1nc3ccccc3nc1n2CCc1ccccc1	21%	9%	26%	-2%	8	-5%	.	19%	0
CCOC(=O)c1c(C)c(C(=O)NCc2cccnc2)c(C)n1CC	-13%	7%	-6%	4%	13	-3%	i	.	8
Cc1ccc(Oc2ccc(-c3nc(N)nc(N)n3)cc2)cc1	-13%	8%	-6%	-4%	0	0%	i	5%	2	Spn PMK inh pilot replicates=1.5;Spn MK inh pilot replicates=0.0;Spn DPM-DC inh pilot screen %=0.0
O=C(CN1C(=O)CSC1=O)NC1CCCCC1	1%	2%	5%	2%	4	-5%	i	2%	7
C=C(C)COc1ccc(-c2ncncc2Oc2ccc(OC)cc2)c(O)c1	2%	9%	18%	16%	0	-5%	i	2%	1
Cc1nc(SCC(=O)Nc2ccc3c(c2)OCCO3)c2oc3ccccc3c2n1	-10%	7%	-11%	1%	.	-2%	.	.	.
COc1ccc(OC)c(-n2c(O)cnc2Nc2nc(C)cc(C)n2)c1	12%	14%	-6%	-1%	3	-9%	i	3%	10
CC(=O)NCC(=O)NC1(C(=O)NC2CCCC2)CCCCC1	0%	2%	-11%	-6%	11	0%	i	.	3
COCCCNC(=O)Nc1ccc(Br)cc1Cl	-4%	7%	-8%	6%	5	4%	i	8%	5
Cc1nc(Nc2cccc(C(F)(F)F)c2)nc2c1C(=O)CC(C)C2 (stereo unspecified)	0%	4%	-9%	-1%	12	2%	i	-14%	6
CC(C)NC(=O)c1cc2cc(Br)ccc2oc1=O	1%	10%	7%	-3%	21	-7%	i	.	8
O=C(CSc1nnc(Cn2nnc(-c3ccccc3)n2)n1-c1ccccc1)Nc1ccc(F)cc1	-8%	16%	17%	2%	16	-10%	i	-4%	4	Spn PMK inh pilot replicates=2.0;Spn MK inh pilot replicates=0.0;Spn DPM-DC inh pilot screen %=0.0
COc1ccc(-n2c(Cc3cccn3C)nnc2SCC(=O)Nc2ccccc2)cc1	-1%	11%	14%	5%	6	-3%	i	6%	4	Spn PMK inh pilot replicates=0.5;Spn MK inh pilot replicates=0.0;Spn DPM-DC inh pilot screen %=0.0
CC(C)OCCCNC(=O)C1CCN(S(=O)(=O)N2CCCCC2)CC1	-23%	6%	-4%	-7%	13	-3%	i	.	0
CC(=O)c1ccc(NC(=O)C(C)Sc2nnnn2C)cc1 (stereo unspecified)	-12%	5%	9%	-1%	15	10%	i	12%	0
COc1ccc(Cn2c(C)nc3oc4cc(OC)ccc4c(=O)c3c2=O)cc1	-21%	13%	-16%	-4%	0	5%	i	.	6
c1csc(-c2nc(-c3ccncc3)no2)c1	6%	-1%	1%	-4%	0	0%	i	8%	2
CCCCOC(=O)CCn1[nH]c(=O)c2ccccc2c1=O	16%	12%	12%	-1%	16	-5%	i	.	5
Cc1ccc(-c2nnc(-c3ccc(Br)cc3)o2)o1	-13%	12%	-7%	0%	6	-1%	.	-1%	6	Spn PMK inh pilot replicates=2.0;Spn MK inh pilot replicates=1.0
CCN(C(=O)c1cnc(N2CCN(c3ncccn3)CC2)c2ccccc12)c1cccc(Cl)c1	-3%	10%	-14%	4%	3	0%	i	6%	0
COc1ccccc1N1CCN(C(c2cc3ccc(C)cc3[nH]c2=O)c2nnnn2C2CCCC2)CC1 (stereo unspecified)	-6%	3%	20%	-6%	7	2%	i	8%	4
O=C1CC(Sc2ncccn2)C(=O)N1c1ccccc1C(F)(F)F (stereo unspecified)	-10%	9%	0%	6%	0	1%	i	0%	0
CCOC(=O)c1cnc(-n2nc(C)cc2C)nc1N(C)C	.	5%	.	24%	12	3%	i	.	1
